Assay outcomes from PubChem.
PLC-gamma1 inh = PLC-gamma1 (human) inhibition, primary screen | purified PLC-gamma1, fluorogenic substrate, fluorescence | 370,000 compounds, 0.84% hits | P19174 | AID 720700 | inhibition, % at 12.2 µM; in the data active = inhibition above about 9.5%
ssDAF-12 act = activators of S. stercoralis DAF-12 nuclear receptor; HEK293 ssDAF-12/GRIP1 lit1-tk-luc reporter, luminescence; % of 3 µM dafachronic acid response; activation, % at 6.8 µM; 370,000 compounds, 1% hits;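 active = activation above the mean over all tested compounds plus 3 SD, cut at about 0.9% in these data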;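 note: 0% = DMSO-only wells and 100% = 3 µM delta7-dafachronic acid wells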
sPLA2-III inh = Blocks human group III sPLA2 activity; QFRET BODIPY PC-A2 liposome hydrolysis, fluorescence; AID 743126; inhibition, % at 12.2 µM; 370,000 compounds, 0.56% hits; Q9NZ20;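 active = inhibition above mean plus 3 SD of compounds lying within the high and low control bounds, cut at about 19% in these data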;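 note: 0% = median of test compound wells and 100% = no enzyme DMSO wells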
PLCb3 inh = PLC-beta3 (human) inhibition, primary screen; Purified PLC-beta3, fluorogenic substrate, fluorescence; 370,000 compounds, 0.18% hits; Q01970; inhibition, % at 12.2 µM; in the data active = inhibition above about 11%;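 note: 0% = median of compound wells on plate and 100% = full blocker control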
hcDAF12 agonist = activates DAF-12 receptor from parasite H. contortus; activation, % at 6.8 µM; HEK293 hcDAF-12 lit1-tk-luc reporter, luminescence; 0% DMSO, 100% Δ7-dafachronic acid; 370,000 compounds, 1.4% hits;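 active = activation above the mean of all tested compounds plus 3 SD, cut at about 5.5% in these data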;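 note: 100% = response to 3 µM Δ7-dafachronic acid high control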
GAA850 FXN act = increases GAA850 frataxin promoter reporter activity | HEK293 lucGAA850 FXN promoter luciferase reporter, 24 h; percent of 10 µM SAHA response | 360,000 compounds, 0.56% hits | activation, % at 6 µM;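 active = activation above the average of all compounds screened plus 3 SD, cutoff fixed separately per campaign, cut at about 7.5% in these data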;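 note: 0% = DMSO wells and 100% = 10 µM SAHA wells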
DAX1 inh-1 = inhibitors of human orphan nuclear receptor DAX1 (NR0B1) | 340,000 compounds, 0.99% hits | AID 504766 | P51843 | inhibition, % at 6.75 µM | HEK293 Gal4-DAX1 luciferase reporter, luminescence;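 active = inhibition above the mean over all tested compounds plus 3 SD, cut at about 4.2% in these data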;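 note: 0% = DAX1-transfected cells with DMSO and 100% = empty-vector control cells with DMSO; inhibition shows as a rise in luminescence from relieved DAX1 repression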
Target sequence (P51843 207-470 limits assumed): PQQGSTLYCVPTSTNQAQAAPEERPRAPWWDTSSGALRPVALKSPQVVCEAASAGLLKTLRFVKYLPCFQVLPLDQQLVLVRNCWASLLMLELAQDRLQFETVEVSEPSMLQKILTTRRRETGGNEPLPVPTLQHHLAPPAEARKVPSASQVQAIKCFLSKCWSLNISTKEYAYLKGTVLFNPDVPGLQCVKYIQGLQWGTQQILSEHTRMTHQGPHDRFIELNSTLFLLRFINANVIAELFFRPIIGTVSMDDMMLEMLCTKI
DAX1 inh-2 = DAX1 (NR0B1) inhibition, primary screen. inhibition, % at 6.8 µM. HEK293T StAR-luciferase reporter, SF-1/DAX-1 repression relief. 370,000 compounds, 1.1% hits. AID 652010;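 active = inhibition above the mean over all tested compounds plus 3 SD, cut at about 3.6% in these data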;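 note: 0% = DAX-1 cells with DMSO and 100% = cells lacking DAX-1 with DMSO; higher inhibition means more luminescence from relief of DAX-1 repression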
ADAM17 inh = inhibits human ADAM17; recombinant ADAM17, EDANS/DABCYL FRET peptide cleavage; inhibition, % at 6.95 µM; 370,000 compounds, 0.83% hits;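 active = inhibition above the mean of compounds lying between control limits plus 3 SD, set per campaign, cut at about 8.5% in these data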;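 note: 0% = DMSO-only wells as the low control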
ADAM10 inh = inhibitors of human ADAM10 | inhibition, % at 7 µM | recombinant ADAM10, EDANS/DABCYL FRET peptide cleavage, 3 h | 370,000 compounds, 0.62% hits;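 active = inhibition above a per-campaign cutoff equal to the mean of compounds falling between control-based bounds plus 3 SD, cut at about 20% in these data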;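 note: 0% = DMSO wells while the 100% control is not disclosed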
Target sequence (O14672 214-748 limits assumed): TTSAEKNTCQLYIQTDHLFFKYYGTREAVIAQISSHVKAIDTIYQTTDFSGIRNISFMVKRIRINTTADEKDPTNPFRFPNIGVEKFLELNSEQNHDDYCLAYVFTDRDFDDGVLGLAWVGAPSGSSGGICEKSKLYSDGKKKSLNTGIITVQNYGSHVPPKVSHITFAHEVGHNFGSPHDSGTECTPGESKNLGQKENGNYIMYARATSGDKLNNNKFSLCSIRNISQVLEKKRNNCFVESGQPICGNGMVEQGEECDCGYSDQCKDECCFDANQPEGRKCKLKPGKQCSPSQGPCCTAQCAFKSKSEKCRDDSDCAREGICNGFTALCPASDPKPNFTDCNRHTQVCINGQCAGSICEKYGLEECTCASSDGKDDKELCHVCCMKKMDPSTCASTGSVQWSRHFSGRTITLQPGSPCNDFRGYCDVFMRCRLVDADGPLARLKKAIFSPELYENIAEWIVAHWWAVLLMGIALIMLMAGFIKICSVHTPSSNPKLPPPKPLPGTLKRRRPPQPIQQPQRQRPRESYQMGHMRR
hgDAF12 agonist = hgDAF-12 agonism, primary luciferase screen. HEK293 GAL4-hgDAF12 UAS-luciferase reporter, agonist luminescence; normalized to butyrate control. activation, % at 6.8 µM. 370,000 compounds, 1.8% hits. AID 687014;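 active = activation above a cutoff set at the mean of all screened compounds plus 3 SD, cut at about 10% in these data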;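 note: 0% = DMSO wells and 100% = sodium butyrate wells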
Active calls of the source: *; i = inactive; nt = not tested or not shown.

SMILES	PLC-gamma1 inh	ssDAF-12 act	sPLA2-III inh	PLCb3 inh	hcDAF12 agonist	GAA850 FXN act	DAX1 inh-1	DAX1 inh-2	ADAM17 inh	ADAM10 inh	hgDAF12 agonist
CCOc1cc(/C=C2\NC(=O)NC2=O)ccc1OC(C)C(=O)O (centres undefined)	-12	0.3	-2	-27	-1.3	-0.5	1.2	0.5	-4	-6	-0.7
COC(=O)c1cc(-c2ccc(Br)cc2)on1	-1	-0.4	2	0	1.6	1.9	0.5	-0.2	0	-11	1.6
COc1ccccc1NC(=O)Nc1nnc(CC(=O)Nc2ccccc2C)s1	1	-1.9	-41	2	0.2	1.6	0.0	0.1	2	-2	-3.0
Cc1ccc2cc(NC(=O)c3cccc(F)c3)ccc2n1	3	0.5	-3	-7	8.2*	3.2	2.6	2.9	-4	9	15*
CCN(CC)C(=O)CSc1nnc(SCc2ccc(Cl)cc2)s1	3	-1.2	-13	1	-1.7	0.1	-1.7	-1.2	-2	0	-3.2
O=C(CCC(=O)c1cccs1)OCC(=O)N1CCN(C(=O)c2ccco2)CC1	2	-0.9	0	1	-1.7	-1.3	2.1	-0.1	1	0	-2.9
CS(=O)(=O)NN1C(=O)c2ccccc2NC1c1c[nH]c2ccccc12 (centres undefined)	-122	-0.1	-26	-158	6.2*	3.9	-0.2	0.1	-54	-184	3.1
CCCS(=O)(=O)NC(=O)C1(C)CCN(C(=O)c2ccc(OC)cc2OC)C1 (centres undefined)	-3	-0.8	3	0	0.9	-1.4	nt	0.8	-6	-12	4.8
O=C(NC(=S)Nc1ccccc1F)C1CCCCC1	8	-1.0	12	-4	-1.7	4.2	2.5	1.2	4	10	5.0
O=C(CSc1ncccn1)Nc1ccc2[nH]c(=O)[nH]c2c1	-2	-0.1	-2	-6	-0.7	-0.4	2.2	0.5	-1	-1	-1.9
CCOc1ccc(C=NCC(O)c2ccccc2)cc1 (centres undefined)	1	-0.1	19	-2	0.5	-0.2	-1.8	0.3	-8	6	0.1
CCn1c(CC(=O)Nc2ccccc2F)nnc1SCC(=O)N1CCN(c2ccccc2)CC1	1	-1.5	-4	2	-1.1	-1.9	-0.9	-0.1	-5	0	0.6
CO/N=C/C1CCN(c2ncc(C(F)(F)F)cc2Cl)C1=O (centres undefined)	-1	-1.9	-11	-1	1.1	2.1	-1.6	-1.0	-2	-4	-1.8
O=C(c1cccc(N2C(=O)C3CC=CCC3C2=O)c1)N1CCN(c2ccccc2)CC1 (centres undefined)	4	-1.2	-8	-7	-1.2	-1.6	-0.2	0.0	2	3	-2.4
O=Cc1c(NCCCN2CCCC2=O)c2ccccc2[nH]c1=O	0	-0.8	7	-2	2.5	-0.4	1.3	0.1	-5	-1	1.7
O=C(N/N=C/c1cn(-c2ccccc2)nc1-c1cccs1)c1ccncc1	-24	-1.4	6	-30	3.4	2.1	0.2	-0.3	3	-7	1.7
CC(C)(OC(=O)c1ccc(F)cc1)c1cc2ccccc2c(=O)o1	1	-1.3	-3	-2	1.1	-0.9	0.8	-0.5	0	-4	-0.2
CN(C(=O)CN1CCN(c2cc(-c3ccc(-c4ccccc4)cc3)ncn2)CC1)c1ccccc1	-11	-1.7	-9	-7	-1.6	-0.1	nt	-5.2	5	-3	-1.4
COc1ccc(C(C)=O)c(OC(=O)c2ccc(OC)c(OC)c2)c1	2	-1.6	0	3	-1.5	0.4	0.5	-0.2	0	-2	-1.7
Cc1nnc2sc(-c3ccc(NC(=O)c4ccc(-c5ccc(Cl)cc5Cl)o4)cc3)nn12	-22	-1.0	2	-22	-0.6	2.5	-1.6	-0.2	-5	-17	-1.4
CN(C)C(=O)c1c([N+](=O)[O-])c(C(C)(C)C)nn1C	1	-1.3	-9	4	-0.3	0.2	0.5	0.1	0	-3	0.6
O=C(NCCCn1ccnc1)c1cc(Br)c(Br)s1	-2	-1.2	-10	-5	-2.1	1.5	2.6	-0.1	-6	-3	1.3
Brc1ccc(NC2=Nc3ccccc3CC2)cc1	1	-1.1	0	0	2.8	3.7	0.8	1.6	1	-3	3.7
COc1cc(/C=N/Nc2nc(C)cc(=O)[nH]2)ccc1OC(=O)c1cccnc1	1	-1.6	1	2	1.0	0.4	2.3	-0.1	2	0	5.1
CC1(c2ccc(Cl)cc2)NC(=O)CS1 (centres undefined)	6	-1.1	2	1	-4.0	-0.2	-1.0	-0.1	2	1	-2.1
Cn1c(=O)c2cn(-c3ccc4c(c3)OCCO4)cc2n(C)c1=O	-8	-1.5	4	-11	-0.1	-0.4	0.4	0.1	-1	3	-0.5
CCc1cc(=O)oc2c3c(cc(OCC(=O)NCCCC(=O)O)c12)OC(C)(C)CC3	i	-1.2	3	i	-0.4	-0.2	0.4	0.1	i	i	1.1
Cc1noc(C)c1NC(=O)Nc1ccc2c(c1)C(=O)N([C@H](C)CO)C[C@H](C)[C@@H](CN(C)C(=O)Nc1ccc3c(c1)OCO3)O2	-26	-1.2	-4	-34	0.9	1.4	0.8	-0.1	0	-4	-0.9
Cc1ccc(CCNC(=O)C2CCC(=O)N2Cc2ccc(F)cc2)cc1 (centres undefined)	7	-1.3	8	5	-1.8	1.1	-0.2	-0.5	-1	4	-0.3
O=C(CCl)N(Cc1cc(=O)[nH]c2ccccc12)c1ccccc1	-1	-0.1	4	-4	0.1	-10	-2.0	-1.0	-5	-10	3.4
COc1ccc(Cc2c(-c3ccc(Cl)cc3)nc3cc(C)c(Br)c(C)n23)c(C)c1	-8	0.9*	-8	-10	5.1	nt	nt	1.1	-2	-3	13*
O=S(=O)(Nc1cc(S(=O)(=O)N2CCOCC2)ccc1Cl)c1ccccc1	0	-0.2	7	-9	-2.3	0.2	0.3	-0.2	-7	-10	1.0
CCCCn1c2ccccc2c2cc(CC(N)=O)ccc21	-1	-2.0	15	-1	-1.1	1.4	1.2	-0.6	-7	-7	-2.9
COc1cc(/C=C2\C(=O)N(CCC#N)N=C2C)ccc1OCC(=O)Nc1ccccc1	6	-0.7	-2	8	3.3	1.8	-0.3	1.3	2	-2	5.2
C[C@H](CO)N1C[C@H](C)[C@@H](CN(C)C(=O)Nc2ccccc2)Oc2ccc(NC(=O)CCN3CCOCC3)cc2C1=O	-7	-1.6	11	-11	-0.5	-1.4	-0.7	0.4	-6	-25	-1.2
CC(=O)Nc1ccc(C(=O)Nc2cc(C)on2)cc1	6	-1.0	-2	-1	2.0	1.6	1.5	0.0	1	0	2.5
CC(=O)Nc1ccc2c(c1)nc(C)n2-c1ccccc1	-1	-0.9	11	-9	1.2	0.8	0.7	0.3	0	0	0.7
C=CCn1c(C)cc(C(=O)COC(=O)/C=C/c2cccc(OC)c2)c1C	-9	-1.6	-4	-12	0.6	-1.8	1.8	-0.4	-2	-10	2.2
COC(=O)c1ccc(CNC(=O)c2ccc(OC)c(S(=O)(=O)NC3CCCC3)c2)cc1	2	0.6	1	-9	-0.7	1.9	-0.9	-1.0	-2	-15	-2.7
COC(=O)c1cc(Br)c(=O)n(Cc2cccnc2)c1	0	-1.2	2	2	-0.5	1.8	2.3	-0.4	-2	8	0.8
CCN(C[C@H]1N[C@@](CC)(C(=O)OC)[C@H]2C(=O)N(C)C(=O)[C@@H]12)C(=O)COC	0	-0.6	2	0	0.6	1.4	-0.8	0.1	-3	-5	0.7
CCOc1ccc(NS(=O)(=O)c2ccc(C(=O)N3CCCCC3)cc2)cc1	-1	-1.4	-14	-1	-3.2	0.6	-0.7	-2.7	1	-3	-3.4
CC(C)n1ncc2c(C(=O)N3CCN(Cc4ccc(Br)s4)CC3)cc(C3CC3)nc21	5	-0.8	12	-5	-0.1	-0.9	0.6	2.4	-2	-21	-2.7
Cc1ccc(N(CC(=O)Nc2ccccc2C(=O)NCc2ccco2)S(=O)(=O)c2ccccc2)cc1C	-9	-1.7	-19	-17	-3.1	-6.3	-0.3	-1.0	-6	4	-6.8
COc1cc(NC(=O)CN2C(=O)C(c3ccccc3)=NC2(C)C)cc(OC)c1	1	-0.8	5	-3	-0.3	1.9	-0.8	0.6	0	-15	3.8
Cc1ccc(S(=O)(=O)N2CCN(C(=O)CNC(=O)c3ccc(Br)o3)CC2)cc1	2	-0.9	-3	-3	-0.9	1.3	-0.1	0.8	4	-1	1.8
CCOc1ccccc1N1CCN(C(=O)C(Sc2ccccc2)c2ccccc2)CC1 (centres undefined)	-1	-1.4	-11	-2	-0.8	-1.4	-1.1	-0.4	2	7	-2.0
Cc1cccc(CSCCNC(=S)Nc2ccccc2)c1	-1	-1.7	-5	3	-1.4	-0.4	-1.1	-0.4	5	7	-2.8
Nc1cc(C(=O)N2CCN(c3ccc([N+](=O)[O-])cc3)CC2)ccc1N1CC2CC(C1)c1cccc(=O)n1C2 (centres undefined)	-1	-1.4	-3	-4	-1.6	-0.2	1.8	-0.6	4	-5	0.6
COc1cccc(C(=O)NCC(c2ccco2)N2CCc3ccccc3C2)c1 (centres undefined)	-13	-0.4	3	-6	1.1	-0.7	-0.7	1.4	-4	-8	1.3

Other compounds follow.
SMILES	PLC-gamma1 inh	ssDAF-12 act	sPLA2-III inh	PLCb3 inh	hcDAF12 agonist	GAA850 FXN act	DAX1 inh-1	DAX1 inh-2	ADAM17 inh	ADAM10 inh	hgDAF12 agonist
COc1cc(C(=O)Oc2cccc(C(=S)N3CCOCC3)c2)cc(OC)c1OC	1	-0.8	7	-5	2.6	2.0	0.2	-1.2	-8	9	0.3
CCOC(=O)C1CSc2[nH]c(=O)sc2C1c1ccccc1 (centres undefined)	-9	-0.9	0	-10	-0.6	1.5	0.6	-0.1	-6	-16	-0.1
CN(C)c1nc(-c2ccccc2)ncc1S(=O)(=O)c1ccccc1	-1	-0.1	-6	-1	-1.7	1.7	0.0	4.0*	1	4	1.9
COc1ccc(C(=O)Nc2nc(CC(=O)NCCc3ccccc3OC)cs2)cc1	-4	-0.1	-9	-6	0.1	0.9	-2.2	-1.8	0	-3	1.3
Nc1sccc1C(=O)c1ccc(Cl)cc1	-19	-1.4	0	-81	0.4	1.5	0.0	-0.9	-2	0	0.8
Clc1ccc(Cl)c(OCCN2CCCC2)c1	1	-1.0	13	1	-2.1	1.8	0.4	0.3	-6	-1	0.8
COc1ccc(C)cc1-n1cnc2sc(C)c(C)c2c1=O	5	0.3	5	4	-0.5	-1.6	-0.3	0.8	3	-4	-3.9
O=C(NCc1ccncc1)[C@@H]1CCCN1C(=O)[C@H]1CCCN1C(=O)c1cccc2ccccc12	2	-0.3	2	-1	-0.9	nt	nt	0.7	-3	-4	-2.3
Cc1ccc(NC(=O)c2ccc(CSc3nnnn3C)cc2)cc1	-1	-0.6	-5	0	0.4	6.2	1.4	0.8	-2	-12	7.0
N#C/C(=C\c1cccs1)C(=O)Nc1ccccn1	-34	0.5	-2	-56	2.8	8.9*	6.9*	2.6	-10	-25	6.8

Random draw from the library. Share with any hit: about 6.9%.
